High-throughput results (PubChem BioAssay)
GALK inh: qHTS Assay for Inhibitors of Human Galactokinase (GALK): NCGC Sytravon Library Screen; P51570; recombinant GALK, Kinase-Glo ATP luminescence, 1 h; Potency, µM (top dose mostly 57.5 µM), without a hit: top-dose activity, negative = inhibition, actives largely listed as inhibitors; 44,000 tested, under 10 active; AID 1347072, 2019;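 also: plate controls were full GALK reaction for no effect and reaction lacking GALK for full effect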
Target sequence (P51570 whole entry, looked up): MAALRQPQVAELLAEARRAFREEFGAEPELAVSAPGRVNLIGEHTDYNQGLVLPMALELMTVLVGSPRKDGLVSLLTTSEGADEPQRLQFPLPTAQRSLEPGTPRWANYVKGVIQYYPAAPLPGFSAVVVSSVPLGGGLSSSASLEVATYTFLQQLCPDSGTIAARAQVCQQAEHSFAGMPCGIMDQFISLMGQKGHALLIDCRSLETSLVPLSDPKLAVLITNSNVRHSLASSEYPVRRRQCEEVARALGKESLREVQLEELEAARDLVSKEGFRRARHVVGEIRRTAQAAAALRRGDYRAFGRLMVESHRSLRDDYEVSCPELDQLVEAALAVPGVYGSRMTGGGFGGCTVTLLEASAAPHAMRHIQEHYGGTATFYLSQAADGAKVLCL
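Human GALK (5 nM) was incubated with 35 uM ATP and 100 uM galactose in 20 mM HEPES pH 8.0 with MgCl2, NaCl, DTT and BSA for 1 h at room temperature. Remaining ATP was measured by Kinase-Glo Plus luminescence.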
PTAP-TSG101 blk: qHTS Validation Assay for Inhibitors of HIV-1 Budding by Blocking the Interaction of PTAP/TSG101: Sytravon Library Screen | 44,000 tested, under 10 active | AID 1347069, 2019 | Fluorescence polarization, FITC-PTAP peptide/Tsg101, 20 min | Tumor susceptibility gene 101 protein (Homo sapiens), Q99816 | Potency, µM (top dose mostly 115 µM), for the others: at the top dose activity change, negative = inhibition, most hits filed as inhibitors; also: potency is read from the fitted curve at half-maximal effect; 0% is about no effect
Target sequence (Q99816 whole entry, looked up): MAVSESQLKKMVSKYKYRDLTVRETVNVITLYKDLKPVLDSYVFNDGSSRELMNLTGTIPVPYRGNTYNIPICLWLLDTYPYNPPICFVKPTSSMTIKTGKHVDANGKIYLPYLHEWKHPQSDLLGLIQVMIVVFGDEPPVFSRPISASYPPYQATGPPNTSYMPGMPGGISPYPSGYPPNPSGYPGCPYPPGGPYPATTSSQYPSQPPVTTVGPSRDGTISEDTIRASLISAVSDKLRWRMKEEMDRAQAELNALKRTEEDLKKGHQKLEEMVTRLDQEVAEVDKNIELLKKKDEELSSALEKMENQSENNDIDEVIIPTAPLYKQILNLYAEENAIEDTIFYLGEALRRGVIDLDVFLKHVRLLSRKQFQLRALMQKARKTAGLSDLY
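Read-out is FITC fluorescence polarization. Compounds were added to Tsg101 binding domain (10 uM final), then FITC-PTAP peptide (50 nM final), 20 min at r.t. Total S+P intensity flags fluorescent compounds.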
p53null 39C tox: qHTS Screen for Compounds that Selectively Target Cancer Cells with p53 Mutations: Cytotoxicity of p53 Null Cells at the Nonpermissive Temperature; H1299 p53-null (neo) cells, 39C, ATPlite viability, 24 h; actives 0.97% (n = 55,000); Potency, µM (highest dose often 46.1 µM), for inactives: at the highest dose activity, negative = cell killing, actives largely listed as cytotoxic;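 also: potency is read from the fitted curve at half-maximal effect; 0% = DMSO only and -100% = full killing by 100 µM tamoxifen; nearly all actives have a fitted effect of over 50% in size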
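Temperature-shift cytotoxicity format: compound titrations on p53-null or A138V-expressing H1299 cells held 24 hr at 39C, cell ATP then measured, AC50 from Hill model.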
FH mod: Identification of activators of human fumarate hydratase by quantitative high-throughput screening. FH coupled MDH/diaphorase resazurin fluorescence, 15 min. Fumarate hydratase, mitochondrial (Homo sapiens), P07954. AID 1347055, 2019. actives 0.22% (n = 54,000). Potency, µM (top dose mostly 79.9 µM), without a hit: at the top dose activity change, negative = inhibition, hits mostly inhibitors; also: potency is read from the fitted curve at half-maximal effect; % is scaled to controls: 0 for no effect and ±100 for the full control effect; the screen sought activators but most active calls are inhibition curves; nearly all actives have a fitted effect of over 45% in size
NTMT1 inh: Primary qHTS for Inhibitors of N-terminal methyltransferase 1 (NTMT1): MTaseGlo Assay | NTMT1 MTase-Glo SAH luminescence, purified enzyme | N-terminal Xaa-Pro-Lys N-methyltransferase 1 (Homo sapiens), Q9BV86 | actives 2.5% (n = 59,000) | Potency, µM (series often up to 114 µM), inactives show top-dose activity change, negative = inhibition, actives largely listed as inhibitors | AID 1645870, 2021;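 also: potency is read from the fitted curve at half-maximal effect; plate controls were DMSO vehicle for no effect and no enzyme for full effect; nearly all actives have a fitted effect of over 65% in size; many of its hits are not listed in these tables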
Target sequence (Q9BV86 whole entry, looked up): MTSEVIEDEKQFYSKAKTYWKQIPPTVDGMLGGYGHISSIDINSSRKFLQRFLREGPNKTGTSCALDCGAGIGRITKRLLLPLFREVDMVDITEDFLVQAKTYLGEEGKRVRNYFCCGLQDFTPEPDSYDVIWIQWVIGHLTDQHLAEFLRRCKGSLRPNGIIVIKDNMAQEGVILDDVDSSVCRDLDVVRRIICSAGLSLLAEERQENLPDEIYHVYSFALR
p53null 32C kill: qHTS Screen for Compounds that Selectively Target Cancer Cells with p53 Mutations: Cytotoxicity of p53 Null Cells at the Permissive Temperature. actives 0.62% (n = 55,000). H1299-neo p53 null cells, ATP luminescence, 24 h, 32C. Potency, µM (highest dose often 46.1 µM), for inactives: at the top dose activity change, negative = cytotoxicity, hits mostly cytotoxic;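 also: potency is read from the fitted curve at half-maximal effect; 0% = DMSO only and -100% = full killing by 100 µM tamoxifen; nearly all actives have a fitted effect of over 55% in size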
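ATP-content luminescence in p53-null H1299-neo cells after 24 h compound exposure (up to 46 uM) at 32C permissive temperature; 0% and 100% killing set by DMSO and 100 uM tamoxifen; Hill-equation AC50.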
B2AR arrestin ag: qHTS assay of beta-arrestin-biased ligands of beta2-adrenergic receptor: NCGC Sytravon Library Screen | Potency, µM (series often up to 46.1 µM), without a hit: at the top dose activation, hits mostly activators | AID 1347077, 2019 | HTLA Tango cells, beta-arrestin recruitment, luciferase luminescence, 18 h | 44,000 tested, under 10 active | Beta-2 adrenergic receptor (Homo sapiens), P07550;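 also: potency is read from the fitted curve at half-maximal effect; 0% = DMSO and full agonism = EC100 isoproterenol or metaproterenol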
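Receptor–beta-arrestin recruitment read by tTA-responsive luciferase: compound titrations (up to 46 µM) incubated 18 h with Tango cells, then luminescent substrate 15 min at room temperature. Concentration-response fits classified by r2, efficacy and activity.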
* = called active by the depositor; u = inconclusive; x = no result given; [ ] = dose if it differs, or a comment. Calls follow the shape of the dose curve; as a rule, active = well fitted curve in the direction sought with a large enough effect; inconclusive = small, poorly fitted or top-dose-only effect, or another doubt; inactive = no such curve, though single readings can be large; an effect the other way counts as inactive or inconclusive. This is a subset. The share of hits here may be higher or lower than overall.

SMILES | GALK inh | PTAP-TSG101 blk | p53null 39C tox | FH mod | NTMT1 inh | p53null 32C kill | B2AR arrestin ag
CCC(=O)Nc1cc(-c2nc3cc(C)cc(C)c3o2)ccc1C | -2% | 0% | u | -2% | 3% | u | 0%
COc1ccc(-c2noc(CCC(=O)N(C)c3cc(Cl)ccc3OC)n2)cc1 | -1% | 1% | -17% | -12% | 10% | 26% | 1%
CCOC(=O)c1ccccc1NC(=O)CSc1ccc(-c2cccs2)nn1 | -9% | -5% | -15% | -41% | 0% | -7% | 0%
CCn1c(=O)c2cc(C(=O)NCCCN3CCN(c4ccc(F)cc4)CC3)sc2c2ccccc21 | 7% | -7% | -12% | u | -5% | 1% | 1%
CCCCN(C)C(=O)CN1C(=O)CCn2nc(-c3cn(C)c4ccccc34)cc21 | 1% | -2% | -10% | -6% | -4% | 5% | 0%
CN(Cc1ccccc1)C(=O)C1CCN(S(=O)(=O)Cc2ccccc2)CC1 | 3% | -2% | -2% | x | x | 0% | -1%
COc1cc(C(=O)N(Cc2cccnc2)c2nc3cc(C)c(C)cc3s2)cc(OC)c1OC | -3% | 0% | -18% | -5% | 20% | 26% | -4%
CCOC(=O)c1ccc(NC(=O)c2noc3c2CCCC3)cc1 | 1% | 0% | u | -16% | -8% | -16% | 1%
CCCn1c(CCC(=O)Nc2ccccc2OC)nc2cccnc21 | 0% | 0% | 24% | -9% | 21% | -6% | 0%
Cc1ccc2ncc(C(=O)Nc3cccc(C(F)(F)F)c3)c(=O)n2c1 | 4% | 0% | -7% | -14% | 2% | -3% | 1%
CCOc1ccccc1CNC(=O)c1oc2c(c1C)-c1nn(Cc3cccc(Cl)c3)cc1CC2 | 0% | -3% | u | -30% | 7% | 18% | -1%
Cc1nn(C)c2c1c(C(F)(F)F)cc(=O)n2CC(=O)NCc1ccc(OC(C)C)cc1 | 1% | -10% | 30%[activator] | -19% | -5% | 2% | 0%

Continued, overlapping the part above by five compounds.
SMILES | GALK inh | PTAP-TSG101 blk | p53null 39C tox | FH mod | NTMT1 inh | p53null 32C kill | B2AR arrestin ag
CCOC(=O)c1ccc(NC(=O)c2noc3c2CCCC3)cc1 | 1% | 0% | u | -16% | -8% | -16% | 1%
CCCn1c(CCC(=O)Nc2ccccc2OC)nc2cccnc21 | 0% | 0% | 24% | -9% | 21% | -6% | 0%
Cc1ccc2ncc(C(=O)Nc3cccc(C(F)(F)F)c3)c(=O)n2c1 | 4% | 0% | -7% | -14% | 2% | -3% | 1%
CCOc1ccccc1CNC(=O)c1oc2c(c1C)-c1nn(Cc3cccc(Cl)c3)cc1CC2 | 0% | -3% | u | -30% | 7% | 18% | -1%
Cc1nn(C)c2c1c(C(F)(F)F)cc(=O)n2CC(=O)NCc1ccc(OC(C)C)cc1 | 1% | -10% | 30%[activator] | -19% | -5% | 2% | 0%
COc1ccc(Cl)cc1S(=O)(=O)Nc1ccc2[nH]c(=O)[nH]c2c1 | 2% | -2% | -22% | -18% | -5% | u | -2%
Cc1cccc(C(=O)NCC(=O)OCc2cc(=O)n3nc(C)sc3n2)c1 | 0% | -2% | 0% | 17% | -1% | -3% | 0%
Cc1ccc(CN2CCC(CNC(=O)Nc3cccc(Cl)c3C)C2)cc1 (stereo unspecified) | 0% | -2% | -24% | 2% | u | 15% | -1%
COc1ccc(CNC(=O)CCS(=O)(=O)c2cc(Br)cc3c2N(C(=O)C2CC2)CC3)cc1 | 3% | -5% | -2% | -2% | 1% | -2% | -2%
COc1cccc(CNC(=O)c2cc(=O)[nH]c3ccc(S(=O)(=O)N4CCCCC4)cc23)c1 | 6% | -2% | -13% | -2% | 8% | 0% | -1%
Cc1ccc(C(CC(=O)Nc2ccc(F)c(Cl)c2)N2Cc3ccccc3C2=O)cc1 (stereo unspecified) | 0% | 1% | 10% | 4% | 1% | -6% | 1%
O=C(Cc1ccccc1F)N1CCC(c2nc3c(nnn3Cc3cccc(Cl)c3)c(=O)[nH]2)CC1 | -2% | -8% | 24% | -16% | -3% | 45%[activator] | -1%
O=C(Nc1ccc(F)cc1)c1ccc(CN2CC(=O)N3CCCCC3C2=O)cc1 (stereo unspecified) | -1% | 3% | -4% | 0% | -1% | -2% | 2%
Cc1cccc(OCC(=O)Nc2ccc3c(c2)N(C)C(=O)c2ccccc2S3)c1 | 3% | -2% | 6% | -18% | 2% | 14% | 0%
Cc1cc(C)cc(NC(=O)C(=O)NC(C)c2ccccc2)c1 (stereo unspecified) | 2% | 2% | 20% | x | x | -4% | 0%
CCCCNC(=O)c1cn(C)c2ccc(S(=O)(=O)N3CCCC3)cc2c1=O | 9% | 1% | -20% | u | 9% | -6% | -2%
COc1ccc(NC(=O)Cn2c(=O)n(C(C)C)c(=O)c3oc4ccccc4c32)cc1Cl | 6% | 3% | -20% | -27% | -6% | -11% | 4%

Rewritten with values under each structure: entries from further up
Values run as follows: GALK inh	PTAP-TSG101 blk	p53null 39C tox	FH mod	NTMT1 inh	p53null 32C kill	B2AR arrestin ag
- COc1ccc(CNC(=O)CCS(=O)(=O)c2cc(Br)cc3c2N(C(=O)C2CC2)CC3)cc1
 : 3%	-5%	-2%	-2%	1%	-2%	-2%
- COc1cccc(CNC(=O)c2cc(=O)[nH]c3ccc(S(=O)(=O)N4CCCCC4)cc23)c1
 : 6%	-2%	-13%	-2%	8%	0%	-1%

New compounds follow:
SMILES | GALK inh | PTAP-TSG101 blk | p53null 39C tox | FH mod | NTMT1 inh | p53null 32C kill | B2AR arrestin ag
CC(=O)Nc1ccc(NC(=O)C(c2ccccc2)N2Cc3ccccc3C2=O)cc1 (stereo unspecified) | 0% | -3% | 8% | 3% | 6% | 5% | 1%
CCN(CCCNC(=O)CN1N=C(c2ccccc2)CCC1=O)c1ccccc1 | 1% | 0% | 15% | -21% | u | -7% | 0%
O=C(Cn1ncc2c3ccccc3n(Cc3cccc(Cl)c3)c2c1=O)NCCCN1CCCCC1 | 5% | 65%[activator] | -8% | -17% | -2% | -2% | -3%
COc1ccccc1CNS(=O)(=O)c1ccc2c(c1)CC(C)N2C(C)=O (stereo unspecified) | 3% | -9% | 0% | 5% | 10% | -4% | 0%
CCC(=O)N1CCc2cc(Br)cc(S(=O)(=O)N3CCC(C(=O)Nc4cccc(C)c4)CC3)c21 | -1% | -4% | -17% | -8% | 14% | 19% | 1%
CC(C)c1ccc(NS(=O)(=O)c2ccc3[nH]cc(C(=O)N4CCCC4)c(=O)c3c2)cc1 | -1% | -3% | 29% | -3% | 0% | 11% | 1%
CC(Oc1ccccc1F)C(=O)Nc1ccc(-c2nc3ccccc3s2)cc1 (stereo unspecified) | u | 1% | -10% | -4% | 13% | -18% | -4%
O=C(Cc1ccccc1)NC1CC(=O)N(c2ccc3c(c2)OCCO3)C1 (stereo unspecified) | 0% | 1% | 1% | 1% | 2% | 5% | -2%
Cc1cccc(CCNC(=O)c2cc3ccccn3n2)c1 | 2% | -4% | -13% | x | x | -16% | -1%
COc1ccc(-c2c(C#N)c(SCC(=O)Nc3cccc(Cl)c3)nc(C)c2C(=O)Nc2ccccc2)cc1OC | 3% | 8% | 26% | -21% | u | 13% | 0%
COc1ccc(NC(=O)c2oc3ccccc3c2NC(=O)c2cc(C)cc(C)c2)c(OC)c1 | 1% | 0% | 10% | 2% | -1% | 0% | 0%
CCOC(=O)Cn1c(=O)oc2cc(S(=O)(=O)N3CCCC(C)C3)ccc21 (stereo unspecified) | 8% | 7% | -30% | 4% | -6% | -22% | 1%

The list continues:
| Compound | GALK inh | PTAP-TSG101 blk | p53null 39C tox | FH mod | NTMT1 inh | p53null 32C kill | B2AR arrestin ag |
| --- | --- | --- | --- | --- | --- | --- | --- |
| CCN(c1ccccc1)S(=O)(=O)c1ccc(-c2cc(C)no2)s1 | -1% | 1% | u | -23% | 1% | -8% | -1% |
| COc1cccc2c1cc1c(=O)n(CC(=O)NCc3ccco3)nc(C)n12 | 1% | 0% | -11% | -5% | -1% | -5% | 0% |
| COc1ccc(C)cc1-n1nnc(C(=O)Nc2cccc(SC)c2)c1C | 1% | -2% | 1% | -24% | 8% | -13% | -3% |
| Cc1ccccc1NC(=O)CSc1nnc(C)c(=O)[nH]1 | -3% | 1% | 27% | -5% | 7% | 5% | 0% |
| CC(=O)c1cccc(NC(=O)c2cccn2-c2nnc(N3CCCCC3)s2)c1 | 2% | -7% | -8% | 1% | u | -17% | 1% |
| CC(C)c1ccc(CNc2nc(-c3ccco3)nn2S(=O)(=O)c2ccc3ccccc3c2)cc1 | -4% | 1% | 1% | -25% | u | -2% | 0% |
| CCc1ccc(NC(=O)c2ccc(CNS(=O)(=O)c3ccc4c(c3)C(C)(C)C(=O)N4C)cc2)cc1 | 0% | 6% | -16% | 4% | u | -6% | -1% |
| CC(=O)Nc1ccc(Nc2ncnc3c2cnn3C)cc1 | -6% | -6% | -2% | 7% | -4% | 6% | 1% |
| COc1ccccc1NC(=O)C(Cc1ccccc1)NS(=O)(=O)c1ccc2c(c1)CCN2C(C)=O (stereo unspecified) | -4% | -8% | -1% | -2% | -6% | 10% | -1% |
| FC(F)(F)c1cc(-c2ccccc2)nc2cc(-c3ccc(Br)cc3)nn12 | 6% | -4% | 0% | 0% | 21% | 6% | 1% |
| CCn1ccc2cc(S(=O)(=O)N3CCC(C(=O)NCCc4ccccc4Cl)CC3)ccc21 | 4% | 2% | 12% | -18% | 5% | -2% | 0% |
| CCOC(=O)Cn1c(=O)n(-c2ccccc2OC)c2nc(-c3cccc(F)c3)nc(C(N)=O)c21 | 1% | -2% | 8% | u | -12% | 1% | 0% |
| N#C/C(=C\c1ccc(-c2ccc(Br)cc2)o1)C(=O)Nc1ccccc1O | -1% | -5% | -11% | -1% | -11% | 4% | 0% |
